APJ agonist: agonists of human APJ apelin receptor. CHO-K1 APJ PathHunter beta-arrestin, luminescence; 0% DMSO wells, 100% apelin. activation, % at 20 µM. AID 2520. actives 0.11% (n = 330,000). P35414;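 active = activation more than six SD over the plate average, tested at 20 µM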;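 also: 0% = DMSO alone and 100% = apelin-13 at 10 nM; some results filed as inactive read as strong as hits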
Target sequence (P35414 whole entry, looked up): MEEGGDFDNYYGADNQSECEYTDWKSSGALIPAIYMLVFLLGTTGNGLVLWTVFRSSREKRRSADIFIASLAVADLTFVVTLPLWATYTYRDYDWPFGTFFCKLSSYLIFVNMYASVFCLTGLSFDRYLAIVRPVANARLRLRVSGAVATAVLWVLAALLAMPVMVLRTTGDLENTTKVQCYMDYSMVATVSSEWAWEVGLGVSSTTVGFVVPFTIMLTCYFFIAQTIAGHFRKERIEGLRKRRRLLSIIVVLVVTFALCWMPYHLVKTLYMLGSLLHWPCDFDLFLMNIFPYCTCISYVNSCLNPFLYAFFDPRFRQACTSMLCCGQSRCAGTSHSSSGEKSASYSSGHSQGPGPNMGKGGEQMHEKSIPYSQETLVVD
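Test system: CHO-K1 APJ beta-arrestin complementation cell line | Compound: Single test compound dose, 20 µM final, 1% DMSO | Incubation: Compound 90 min 25 °C, reagent 1 h | Measured by: beta-gal luminescence | Read-out basis: APJ–arrestin association signal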
XBP1 UPR activ: adaptive UPR (XBP1) activation. CHO-XBP1 luciferase reporter, IRE1-XBP1 UPR activation, luminescence; percent of tunicamycin response, DMSO as zero. activation, % at 20 µM. actives 0.33% (n = 330,000);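 active = versus positive control, 20 µM dose yields 30% or more activation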;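 also: 100% = tunicamycin at 10 µg/mL and 0% = DMSO only wells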
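Signal: luciferase luminescence; Assay system: CHO-XBP1 luciferase reporter cells; Amount: one thousand reporter cells per well; Dosing: 20 µM single concentration, DMSO 1%; Benchmarks: high control tunicamycin 10 µg/mL final, low control DMSO vehicle only; Schedule: 6 h compound exposure at 37 °C, 5% CO2; Evaluation: percent activation relative to tunicamycin reference.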
TIM10 inh: inhibits growth of TIM10 yeast strain; S. cerevisiae TIM10 strain growth, BacTiter-Glo luminescence, 24 h; inhibition, % at 10 µM; actives 1.4% (n = 330,000);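 active = inhibition of 40% or more at the single tested concentration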;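 also: wild-type TIM10 isogenic control strain grown at permissive 25 °C; 0% = DMSO yeast wells and 100% = minimal medium wells without yeast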
NLRP3 yeast inh: blocks the NALP3 inflammasome reconstituted in yeast. inhibition, % at 10 µM. Yeast reconstituted NLRP3/ASC/caspase-1, beta-gal luminescence, 24 h. actives 0.39% (n = 330,000);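 active = inhibition of 50% or more; inactive = inhibition below 50%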;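 also: plate controls were induced DMSO wells for no effect and uninduced yeast grown without galactose for full effect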
NR3A LBD binder: modulators (binders) of human NR3A ligand-binding domain | NR3A LBD differential scanning fluorimetry, Tm shift; 0% = protein alone, 100% = glycine-bound protein | Tm shift relative to glycine control, % at 25 µM | actives 2.5% (n = 340,000) | AID 1259313;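 active = melting temperature shift of at least 10% of the positive control shift, at one fixed dose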
CHOP UPR activ: apoptotic UPR (CHOP) activation. CHO-CHOP luciferase reporter, luminescence; percent of tunicamycin response over DMSO baseline. activation, % at 10 µM. actives 0.34% (n = 330,000);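 active = at 10 µM dose, activation of 40% or more, normalized to positive control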;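 also: 100% = tunicamycin at 10 µg/mL and 0% = DMSO alone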
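System: CHO-CHOP luciferase reporter cell line | Buffer or medium: F12 medium containing 10% fetal bovine serum | Doses: One dose, 10 µM in 0.5% DMSO | Times: 6 h compound exposure at 37 °C after overnight seeding | Signal: Luciferase luminescence | Read-out: % activation vs tunicamycin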
tim10-1 inh: tim10-1 yeast growth inhibition; S. cerevisiae tim10-1 ts strain growth, BacTiter-Glo, 24 h; inhibition, % at 20 µM; actives 2.2% (n = 330,000); AID 463190;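 active = inhibition of at least 40%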;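 also: mutant grown at 25 °C; 0% = DMSO wells with yeast and 100% = wells holding no yeast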
Mdm2-MdmX inh: disrupts the human Mdm2-MdmX interaction | O15151+Q00987 | inhibition, % at 8 µM | SaOS-2 split-luciferase Mdm2/MdmX complementation, luminescence | actives 3% (n = 330,000);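 active = inhibition of at least 50% at 8 µM in the primary screen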
tim23-1 inh: growth inhibitors of tim23-1 mutant yeast; S. cerevisiae tim23-1 growth, BacTiter-Glo luminescence, 24 h; inhibition, % at 20 µM; actives 1.3% (n = 330,000);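 active = growth inhibition of the mutant yeast at or above 50%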;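 also: temperature-sensitive mutant grown at 25 °C; plate controls were DMSO-treated mutant yeast for no effect and medium wells lacking yeast for full effect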
An asterisk follows results filed as active; & = joins results of further samples. An excerpt; rates above refer to the full screens.

For C=CCn1c(O)c(C(C)=NCCC(c2ccccc2)c2ccccc2)c(=O)[nH]c1=O the results were APJ agonist -1.1, XBP1 UPR activ -0.9, TIM10 inh -22.3, NLRP3 yeast inh 9.1, NR3A LBD binder -1.7, CHOP UPR activ -1.5, tim10-1 inh 15.5, Mdm2-MdmX inh 20.5 and tim23-1 inh -5.1.
C=CCn1c(O)c(C=NCCCn2ccnc2)c(=O)[nH]c1=O was read as APJ agonist 0.9, XBP1 UPR activ 0.8, TIM10 inh 4.4, NLRP3 yeast inh 2.1, NR3A LBD binder -1.3, CHOP UPR activ 2.3, tim10-1 inh -7.3, Mdm2-MdmX inh 2.8 and tim23-1 inh -22.5.
Cc1ccccc1-n1c(O)c(/C=N/c2nccs2)c(=O)[nH]c1=O was read as APJ agonist 1.2&-0.6, XBP1 UPR activ -3.1&0.3, TIM10 inh -6.3&7.5, NLRP3 yeast inh 3.3&-1.3, NR3A LBD binder -0.3&0.4, CHOP UPR activ -2.2&-2.5, tim10-1 inh -17.8&-2.6, Mdm2-MdmX inh 11.4&-1.3 and tim23-1 inh 8.6&-4.6.
CC1CCCC(NC(=O)COC(=O)c2cn(C)c3ccccc23)C1C (centres undefined) was read as APJ agonist -2.1, XBP1 UPR activ -2.9, TIM10 inh 15.5, NLRP3 yeast inh 13.2, NR3A LBD binder -3.0, CHOP UPR activ 1.9, tim10-1 inh 18.7, Mdm2-MdmX inh -6.7 and tim23-1 inh 31.5.
COc1cccc(Oc2coc3cc(OC(=O)N(C)C)ccc3c2=O)c1 was read as APJ agonist -4.4, XBP1 UPR activ 1.8, TIM10 inh 3.6, NLRP3 yeast inh 25.6, NR3A LBD binder 0.9, CHOP UPR activ 2.1, tim10-1 inh 16.6, Mdm2-MdmX inh -5.9 and tim23-1 inh 11.2.
`COc1ccc(-c2nn(CCC#N)cc2C(=O)NCc2ccccc2)cc1OC` gave APJ agonist 3.2, XBP1 UPR activ -5.2, TIM10 inh -6.1, NLRP3 yeast inh 8.3, NR3A LBD binder -1.6, CHOP UPR activ 0.2, tim10-1 inh -9.6, Mdm2-MdmX inh 21.0 and tim23-1 inh -16.5.
O=C(COC(=O)Cc1ccccc1)NCCNC(=O)COC(=O)Cc1ccccc1 was read as APJ agonist -3.8, XBP1 UPR activ -1.1, TIM10 inh -1.7, NLRP3 yeast inh 12.6, NR3A LBD binder -0.6, CHOP UPR activ 4.8, tim10-1 inh 4.0, Mdm2-MdmX inh 10.5 and tim23-1 inh 3.6.
For CN(C)CC#CCC(O)(c1ccccc1)C1CCCC1 (centres undefined) the results were APJ agonist -2.3, XBP1 UPR activ 0.7, TIM10 inh 0.2, NLRP3 yeast inh 12.3, NR3A LBD binder 9.7, CHOP UPR activ -0.6, tim10-1 inh 13.3, Mdm2-MdmX inh 23.9 and tim23-1 inh -19.6.
`COc1cc(C(=O)N/N=C/C23CC[C@@H](O)CC2(O)CC[C@@H]2[C@@H]3CCC3(C)C(C4=CC(=O)OC4)CCC23O)ccc1O` (some centres undefined) gave APJ agonist -2.7, XBP1 UPR activ 1.7, TIM10 inh -3.0, NLRP3 yeast inh -15.5, NR3A LBD binder -2.1, CHOP UPR activ 0.0, tim10-1 inh -10.1, Mdm2-MdmX inh -28.8 and tim23-1 inh 13.2.
Screening O=C(c1ccc(CS(=O)(=O)c2ccccc2)o1)N1CCC2(CC1)OCCO2 returned APJ agonist -1.9, XBP1 UPR activ -2.6, TIM10 inh -6.8, NLRP3 yeast inh 0.1, NR3A LBD binder 3.4, CHOP UPR activ 0.3, tim10-1 inh -3.8, Mdm2-MdmX inh 11.5 and tim23-1 inh -7.9.
`COc1ccc(-n2c(O)c(C(C)=NCCCn3ccnc3)c(=O)[nH]c2=O)cc1` gave APJ agonist 0.2, XBP1 UPR activ -0.4, TIM10 inh 9.6, NLRP3 yeast inh 6.3, NR3A LBD binder -2.6, CHOP UPR activ -3.0, tim10-1 inh 6.8, Mdm2-MdmX inh 37.8 and tim23-1 inh -4.3.
For CCCc1nnc(NC(=O)CCC(=O)N2CCC3(CC2)OCCO3)s1 the results were APJ agonist -0.1, XBP1 UPR activ -2.8, TIM10 inh -3.1, NLRP3 yeast inh 21.7, NR3A LBD binder 3.5, CHOP UPR activ -1.5, tim10-1 inh -8.9, Mdm2-MdmX inh 5.6 and tim23-1 inh -6.2.

The list goes on; the last 2 above are carried over.
`COc1ccc(-n2c(O)c(C(C)=NCCCn3ccnc3)c(=O)[nH]c2=O)cc1` gave APJ agonist 0.2, XBP1 UPR activ -0.4, TIM10 inh 9.6, NLRP3 yeast inh 6.3, NR3A LBD binder -2.6, CHOP UPR activ -3.0, tim10-1 inh 6.8, Mdm2-MdmX inh 37.8 and tim23-1 inh -4.3.
For CCCc1nnc(NC(=O)CCC(=O)N2CCC3(CC2)OCCO3)s1 the results were APJ agonist -0.1, XBP1 UPR activ -2.8, TIM10 inh -3.1, NLRP3 yeast inh 21.7, NR3A LBD binder 3.5, CHOP UPR activ -1.5, tim10-1 inh -8.9, Mdm2-MdmX inh 5.6 and tim23-1 inh -6.2.
For CN=C(SCc1ccccc1)c1c(O)n(C)c(=O)n(C)c1=O the results were APJ agonist -1.2, XBP1 UPR activ 1.6, TIM10 inh -23.9, NLRP3 yeast inh 15.7, NR3A LBD binder 0.8, CHOP UPR activ 0.9, tim10-1 inh -11.3, Mdm2-MdmX inh -24.5 and tim23-1 inh -11.6.
Cc1cnc(NC(=O)CN2CCCCC2)s1 was read as APJ agonist -1.2, XBP1 UPR activ 0.6, TIM10 inh -9.7, NLRP3 yeast inh 19.0, NR3A LBD binder 4.3, CHOP UPR activ 0.4, tim10-1 inh -13.7, Mdm2-MdmX inh -29.8 and tim23-1 inh -3.1.
For C[C@]12CCC3C(CC[C@H]4C[C@H](O)CC[C@]34C)C1C[C@@H](CCCCl)[C@@H]2O (some centres undefined) the results were APJ agonist 2.5, XBP1 UPR activ -0.8, TIM10 inh 12.0, NLRP3 yeast inh 57.1*, CHOP UPR activ -0.3, tim10-1 inh 5.0, Mdm2-MdmX inh 3.4 and tim23-1 inh 42.4.
For Cc1c(C(=O)N2CCC3(CC2)OCCO3)oc2ccccc12 the results were APJ agonist -5.2, XBP1 UPR activ 1.8, TIM10 inh 7.4, NLRP3 yeast inh 13.8, NR3A LBD binder 1.3, CHOP UPR activ -0.6, tim10-1 inh 18.8, Mdm2-MdmX inh 11.6 and tim23-1 inh 8.1.
Screening N#CCN1CCN(c2ccc(C(F)(F)F)cc2)CC1 returned APJ agonist -2.2, XBP1 UPR activ 1.0, TIM10 inh 1.7, NLRP3 yeast inh -18.7, NR3A LBD binder -9.3, CHOP UPR activ 0.4, tim10-1 inh 1.9, Mdm2-MdmX inh 3.2 and tim23-1 inh 1.1.
Screening O=P(Nc1cccc(F)c1)(Oc1ccccc1F)Oc1ccccc1F returned APJ agonist 1.2, XBP1 UPR activ -2.0, TIM10 inh 4.5, NLRP3 yeast inh 8.4, NR3A LBD binder -7.7, CHOP UPR activ 3.8, tim10-1 inh 7.0, Mdm2-MdmX inh 1.4 and tim23-1 inh 14.9.
For O=c1[nH]c(=O)n(C2CCCCCC2)c(O)c1C=NCCCN1CCOCC1 the results were APJ agonist -1.4, XBP1 UPR activ -4.8, TIM10 inh -3.0, NLRP3 yeast inh 13.2, NR3A LBD binder -7.5, CHOP UPR activ -2.3, tim10-1 inh -4.1, Mdm2-MdmX inh 22.6 and tim23-1 inh 12.9.
CCN(CC)c1ccc(CNCCc2ccc(F)cc2)cc1 was read as APJ agonist -6.8, XBP1 UPR activ -2.3, TIM10 inh 0.6, NLRP3 yeast inh 35.1, NR3A LBD binder -0.8, CHOP UPR activ 1.7, tim10-1 inh -18.5, Mdm2-MdmX inh 36.6 and tim23-1 inh -14.8.
Screening COc1ccc2oc3c(c2c1)NC(=O)CN=C3c1ccccc1 returned APJ agonist -0.9, XBP1 UPR activ 6.9, TIM10 inh 17.9, NLRP3 yeast inh 13.2, NR3A LBD binder -2.1, CHOP UPR activ 2.4, tim10-1 inh 22.6, Mdm2-MdmX inh -4.7 and tim23-1 inh 14.7.
`CCC(=NCc1ccco1)c1c(O)n(-c2ccc(C)cc2)c(=O)[nH]c1=O` gave APJ agonist -4.9, XBP1 UPR activ 3.4, TIM10 inh 18.3, NLRP3 yeast inh 4.4, NR3A LBD binder 0.5, CHOP UPR activ -1.0, tim10-1 inh 33.1, Mdm2-MdmX inh -2.7 and tim23-1 inh 31.7.
`CC1(C)CC2(CCO1)NCCN1C(=O)CSC12` (centres undefined) gave APJ agonist -0.2, XBP1 UPR activ -2.1, TIM10 inh 4.8, NLRP3 yeast inh 7.2, NR3A LBD binder 0.1, CHOP UPR activ 2.3, tim10-1 inh 5.4, Mdm2-MdmX inh -0.6 and tim23-1 inh 16.4.
For COc1cc(CCN)ccc1O the results were APJ agonist -4.5, XBP1 UPR activ -3.9, TIM10 inh 6.2, NLRP3 yeast inh 18.1, NR3A LBD binder -0.8, CHOP UPR activ 1.0, tim10-1 inh 0.8, Mdm2-MdmX inh -13.5 and tim23-1 inh 3.6.

The last two entries of the part above are carried over, then new ones follow.
`CC1(C)CC2(CCO1)NCCN1C(=O)CSC12` (centres undefined) gave APJ agonist -0.2, XBP1 UPR activ -2.1, TIM10 inh 4.8, NLRP3 yeast inh 7.2, NR3A LBD binder 0.1, CHOP UPR activ 2.3, tim10-1 inh 5.4, Mdm2-MdmX inh -0.6 and tim23-1 inh 16.4.
For COc1cc(CCN)ccc1O the results were APJ agonist -4.5, XBP1 UPR activ -3.9, TIM10 inh 6.2, NLRP3 yeast inh 18.1, NR3A LBD binder -0.8, CHOP UPR activ 1.0, tim10-1 inh 0.8, Mdm2-MdmX inh -13.5 and tim23-1 inh 3.6.
`O=C(c1ccc(Cl)cc1)C1CCCN(Cc2cccc3cccnc23)C1` (centres undefined) gave APJ agonist 2.5, XBP1 UPR activ -1.0, TIM10 inh -15.3, NLRP3 yeast inh 4.1, NR3A LBD binder -1.1, CHOP UPR activ -0.5, tim10-1 inh 3.7, Mdm2-MdmX inh 14.8 and tim23-1 inh -43.2.
`CCCCn1c(=O)c(C(=O)Nc2ccc(C)cn2)c(O)c2ccccc21` gave APJ agonist 2.0, XBP1 UPR activ 6.7, TIM10 inh -12.2, NLRP3 yeast inh -2.8, NR3A LBD binder 0.2, CHOP UPR activ 15.3, tim10-1 inh -13.3, Mdm2-MdmX inh 18.9 and tim23-1 inh -5.5.
`COC(=O)C1=C(c2ccc(OC(F)(F)F)cc2)C[C@@H]2CC[C@H]1N2C(=O)NC1CC1` gave APJ agonist -1.0, XBP1 UPR activ -1.9, TIM10 inh -9.3, NLRP3 yeast inh 6.1, NR3A LBD binder -2.5, CHOP UPR activ -1.7, tim10-1 inh -4.3, Mdm2-MdmX inh 9.3 and tim23-1 inh 14.9.
Cc1cc(/C=C2\C(=O)NC(=O)N(c3ccc(Br)cc3)C2=O)c(C)n1-c1cc(C(=O)O)cc(C(=O)O)c1 was read as APJ agonist -0.9, XBP1 UPR activ 2.5, TIM10 inh 0.7, NLRP3 yeast inh 4.6, NR3A LBD binder 6.1, CHOP UPR activ -0.3, tim10-1 inh 4.3, Mdm2-MdmX inh -5.6 and tim23-1 inh -4.0.

Source: PubChem (Sanford-Burnham Center for Chemical Genomics)
